Assay outcomes: PubChem, SRMLSC
E coli WT inh – blocks growth of wild type E. coli BW25113. E. coli BW25113 growth inhibition, OD600. AID 552. hit rate 0.05% among 20,000. inhibition, % at 10 µM; in the data active means inhibition above about 40%;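 further: bacteria exposed to compound for 20 hours at 37 °C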
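System: bacterial strain in a whole-cell growth screen; medium: LB broth with 50 µg/mL kanamycin; detection: absorbance at 615 nm; schedule: 20 h exposure, 37 °C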
Numbers without * were called inactive. These rows are one share of the data. The share of hits here may be higher or lower than overall.

SMILES | E coli WT inh
O=S(=O)(c1cc(Cl)ccc1Cl)N1CCCCC1 | -18
COc1ccc(N2CCN(c3nc(NC(C)(C)C)nc(N4CCCCC4)n3)CC2)cc1 | -12
CC1(C)Cc2nc3sc4c(=O)[nH]cnc4c3cc2CS1 | -23
CCCCCC(=O)N(CN1C(=O)CCC1=O)c1ccccc1 | 8
Cc1ccc(Cn2ncc3c(N4CCN(c5ccccc5C)CC4)ncnc32)cc1 | -23
Cc1cc(=O)n(C)c(=O)n1CCCCCN1CCCC1 | -2
COC(=O)Nc1nc2c(C)cccc2s1 | 5
Cc1nn(-c2ccccc2)c2sc(C(=O)N3CCOCC3)cc12 | 3
Cc1ccc(C)c(OCC(=O)Nc2ccc3c(c2)OCO3)c1C | -21
Cn1c(-c2ccc(F)cc2)cnc1SCC(=O)Nc1ccccc1N1CCOCC1 | -6
CCc1c(C)sc(NC(=O)c2ccco2)c1C(=O)N1CCOCC1 | -10
CCn1nnnc1NCc1cccn1C | -1
CCC(COC(=O)Nc1cccc(C)c1C)NC(=O)OCC(C)C (stereo not drawn) | -16
Clc1ccc(OCc2nc(-c3ccccn3)no2)c(Br)c1 | 5
Cc1ccc(C(=O)C2=C(O)C(=O)N(CCN(C)C)C2c2ccccn2)o1 (stereo not drawn) | -15
COCCCNC(=O)CSc1nc2ccc(N3CCOCC3)cc2c(=O)n1CCc1ccccc1 | 2
COc1ccc2oc(C(=O)c3ccccc3)c(NC(=O)CN3CCN(C)CC3)c2c1 | -18
Fc1cccc(Nc2cc(-n3cccn3)ncn2)c1 | 2
CC(=O)NC(Cc1ccccc1)C(=O)NC1CCN(C(=O)c2cnccn2)CC1 (stereo not drawn) | 6
O=C(CSc1ncn(-c2ccccc2)n1)N1CCN(c2ccccc2)CC1 | -16
CCOC(=O)CC1C(=O)NCCN1C(=O)COc1ccc(Br)cc1C (stereo not drawn) | -25
CC(=O)c1ccccc1Oc1nc(CN2CCOCC2)nc2scc(-c3cccs3)c12 | -6
O=C(NC1CCCC1)c1cc(-c2cccs2)on1 | 1
NC(=O)C1CCCN(C(=O)NC2CCCCC2)C1 (stereo not drawn) | -28
Cc1ccc(S(=O)(=O)N2CCOCC2)cc1C(=O)OCC(=O)N1CCc2ccccc2C1 | 7
CCCOc1ccc(-c2nc(C#N)c(N3CCN(CC)CC3)o2)cc1 | -16
CCC(=O)N1CCc2cc(S(=O)(=O)CCC(=O)Nc3c(C)n(C)n(-c4ccccc4)c3=O)ccc21 | 7
CC(=O)NC(Cc1c[nH]c2ccccc12)C(=O)Nc1ccc2c(c1)OCO2 (stereo not drawn) | -16
COC(=O)c1ccccc1NC(=O)CN(c1ccccc1)S(=O)(=O)N(C)C | -6
N#CC1=C(N)Oc2ccccc2C12C(=O)Nc1n[nH]c(-c3ccccc3)c12 (stereo not drawn) | -10
CC(O)CN(Cc1cccc(Cl)c1)CC(C)O (stereo not drawn) | -2
O=C1CCCC2=C1C(c1ccncc1)c1c(nc(SCc3ccccc3Cl)[nH]c1=O)N2 (stereo not drawn) | -19
Cc1c(CNC(=O)c2cnn3c2NC(c2ccc(Br)cc2)CC3C(F)(F)F)cnn1C (stereo not drawn) | -9
CCn1c(=O)[nH]c2cc(C(=O)N3CCN(c4ccccc4)CC3)ccc2c1=O | -15
Cc1ccc2nc(C(F)(F)F)c(C#N)c(N)c2c1 | -4
O=C(c1ccc(Cl)c(Cl)c1)N(Cc1ccco1)c1ccc(O)cc1 | -8
O=C(/C=N/O)NCc1ccncc1 | -2
CCOC(=O)c1[nH]c(C)c(/C(O)=C2\C(=O)C(=O)N(CCCN(CC)CC)C2c2cccnc2)c1C (stereo not drawn) | 1
C[N+](C)(C)CCCCCCCCCC[N+](C)(C)C | 3
COC(=O)c1ccccc1NC(=O)c1ccc2c(c1)OCCO2 | -24
Cc1ccc(S(=O)(=O)Nc2nc3ccccc3nc2NCc2ccco2)cc1C | -17
CCCNC(=O)N1CCN(S(=O)(=O)c2ccc(C)c(C)c2)CC1 | -7
CCCOc1ccc(C(=O)N2CCN(c3ccc(N)cc3Cl)CC2)cc1 | -14
COc1ccc(S(=O)(=O)N(C)CC(=O)NCc2cccnc2)cc1C | -21
Cn1cc(Cl)c(C(=O)Nc2cccc(Cl)c2Cl)n1 | 1
CCOc1ccc(-c2c(C#N)c(N)nc3c2c(=O)n(C)c(=O)n3C)cc1OC | -6
CCOC(=O)CCC(=O)Nc1ccc(S(=O)(=O)N2CCCC2)cc1 | -4
COc1ccccc1NC(=O)NCCCN1CCN(c2cccc(Cl)c2)CC1 | 6
Cc1ccc(CCNC(=O)C2CCCN2S(=O)(=O)c2ccc3c(c2)CCC(=O)N3)cc1 (stereo not drawn) | 6
CCCOC(=O)c1[nH]c2c(c1C)C(=O)CC(c1cc(OC)c(OC)c(OC)c1)C2 (stereo not drawn) | 15

The list goes on, starting with the last five of the part before.
SMILES | E coli WT inh
CCOc1ccc(-c2c(C#N)c(N)nc3c2c(=O)n(C)c(=O)n3C)cc1OC | -6
CCOC(=O)CCC(=O)Nc1ccc(S(=O)(=O)N2CCCC2)cc1 | -4
COc1ccccc1NC(=O)NCCCN1CCN(c2cccc(Cl)c2)CC1 | 6
Cc1ccc(CCNC(=O)C2CCCN2S(=O)(=O)c2ccc3c(c2)CCC(=O)N3)cc1 (stereo not drawn) | 6
CCCOC(=O)c1[nH]c2c(c1C)C(=O)CC(c1cc(OC)c(OC)c(OC)c1)C2 (stereo not drawn) | 15
Cc1nc(CNS(=O)(=O)c2ccc3c(c2)OCCO3)cs1 | 1
CCOC(=O)C1=C(C)NC2=C(C(=O)C(C(=O)OCC)C(c3ccco3)C2)C1c1ccccn1 (stereo not drawn) | -1
Cc1ccc(CC(=O)Nc2cccc(C)n2)cc1 | -21
CCOc1ccccc1N1Cc2cc(C)c(C)cc2C1 | 15
CS(=O)(=O)N1CCC(C(=O)N2CCC(Cc3ccccc3)CC2)CC1 | -16
O=S(=O)(Nc1cccnc1)c1cc(Cl)ccc1Cl | 1
Cc1cc(C)cc(-n2nnc(C(=O)NCc3ccco3)c2N)c1 | 6
Cc1cc(Nc2ccc(C(=O)O)cc2)n2nc(C)nc2n1 | 1
CC1CCC2C(C1)c1sc(=O)[nH]c1SC2(C)C (stereo not drawn) | 8
COc1cc(Cl)c(S(=O)(=O)N2CC(C)OC(C)C2)cc1Cl (stereo not drawn) | 6
Cn1c(Cc2ccccc2)nnc1SCCC(=O)Nc1ccccc1 | -12
O=C(CCN1CCN(c2ccc(F)cc2)CC1)Nc1ccccc1F | 19
CCOC(=O)N1CCC2(O)CCCCC2C1c1ccc(F)cc1 (stereo not drawn) | -4
O=S(=O)(Nc1nc2ccccc2nc1NCc1ccco1)c1ccc(Cl)cc1 | 3
O=C1CC(c2ccccc2)CC(O)=C1C=NCCN1CCOCC1 (stereo not drawn) | 1
Cc1ccc2cccc(NC(=O)C(F)(F)F)c2n1 | -10
COCCOC(=O)c1c(C)nc(SCC(=O)Nc2ccc(OC)cc2)c(C#N)c1-c1ccco1 | -2
Cc1cc(C)c(S(=O)(=O)n2nc(C)c(Br)c2C)c(C)c1 | -20
CCC(=O)c1ccc(OCC(O)Cn2c(C)nc3ccccc32)cc1 (stereo not drawn) | 7
CCOC(=O)N1CCC(NC(=O)C(Cc2ccccc2)NC(=O)c2ccco2)CC1 (stereo not drawn) | -16
Cc1cc(=O)[nH]c(SCC(=O)N2CCN(C(c3ccccc3)c3ccccc3)CC2)n1 | -12
O=S(=O)(NCC(O)COCc1ccco1)c1cccs1 (stereo not drawn) | 17
COc1ccc(OC)c(S(=O)(=O)Nc2ccccc2SC)c1 | 1
CCCS(=O)(=O)N1CCN(C(=O)CCC2CCCC2)CC1 | -7
Cn1c2ccccc2c2ncn(CCCN3CCOCC3)c(=O)c21 | 6
Cc1cc(C)c(C#N)c(SCc2ccc(C#N)cc2)n1 | -10
CCOc1ccc(-n2cnnn2)cc1S(=O)(=O)Nc1c(C)cccc1C | -23
COc1ccc(OC)c(C(=O)c2nc3c(n2O)CCCCC3)c1 | -5
CC(O)c1cc2c(cc1NC(=O)c1cnn3c1NC(c1ccco1)CC3C(F)(F)F)OCO2 (stereo not drawn) | -6
c1ccc(CSc2nnnn2-c2ccc3c(c2)OCCO3)nc1 | -27
COc1ccc(C(=O)Nc2ccccc2C(=O)NCCN2CCOCC2)cc1 | 6
Cc1cc(C)n(CCc2nc(-c3cccs3)cs2)n1 | -4
COc1ccc(S(=O)(=O)Nc2ccccn2)cc1OC | -5
CC1(C)OC(=O)C(=CNc2ccc(F)cc2)C(=O)O1 | -24
O=C(O)CN1C(=O)CNC1=O | -1
CN(C)c1oc(COc2ccc(F)cc2)nc1C#N | -15
CCOCCCNC(=O)c1ccc2c(c1)N(Cc1ccccc1)C(=O)CS2=O (stereo not drawn) | 11
COc1ccc(-c2nc(SC)n(S(=O)(=O)c3ccccc3)n2)cc1 | 4
O=C1CC(c2cccs2)c2cc3c(cc2N1)OCCO3 (stereo not drawn) | -16
C=CCn1c(=O)[nH]c2cc(C(=O)N3CCN(c4ccc(C(C)=O)cc4)CC3)ccc2c1=O | -3
CC(=O)c1cc(C)ccc1OC(=O)c1cccnc1 | -19
Cc1ccc2cc3c(N)c(C(=O)N4CCOCC4)sc3nc2c1 | -19
CCN1CCN(CCCOc2ccc(-c3ccccc3)cc2)CC1 | 4
Cc1ccc(C(=O)CC2(O)C(=O)N(CCc3ccccc3)c3ccc(Br)cc32)o1 (stereo not drawn) | -31
CC(c1ccccc1)N1C(=O)CC(Sc2ncccc2C(=O)O)C1=O (stereo not drawn) | -19
COc1ccc(-c2cnc(SCC(=O)Nc3ccc4c(c3)OCO4)n2Cc2ccco2)cc1 | -2
O=C(CCN1CCN(c2ccccc2F)CC1)Nc1ccc2c(c1)OCO2 | -21
COc1ccc(S(=O)(=O)N2CCCC(C(=O)NCCC3=CCCCC3)C2)cc1 (stereo not drawn) | -25
O=C(CCC1COc2ccccc2O1)NCc1ccco1 (stereo not drawn) | -14
COc1ccc(CCC(=O)N2CCc3ccccc32)cc1 | -16

Additional results:
SMILES | E coli WT inh
CCN1C(=O)c2ccc(C(=O)Nc3nccs3)cc2C1=O | 8
CCC(O)c1cc2c(cc1NC(=O)c1ccc(C)cc1)OCCO2 (stereo not drawn) | -14
Cc1onc(-c2ccccc2)c1C(=O)N1CCCSC1=Nc1ccccc1 | 6
CCCN(C(=O)CSc1nnc(-c2ccoc2C)n1N)C1CCS(=O)(=O)C1 (stereo not drawn) | -4
Nc1nc(Nc2ccc(Cl)cc2Cl)nc(C(F)(F)F)n1 | -4
O=S(NCc1ccccc1)C12CC3CC(CC(C3)C1)C2 (stereo not drawn) | -5
Cc1cc(C)c(C)c(OCc2nc(-c3cccnc3)no2)c1 | 5
c1ccc(-n2ncc3c(NC4CCCCCC4)ncnc32)cc1 | 4
Cc1cc(C)cc(OCc2ccc(C(=O)O)o2)c1 | 2
Cc1ccc(Nc2nc(CSc3nnnn3-c3ccccc3)cc(=O)[nH]2)cc1 | -12
CN(Cc1nc2ccccc2n1C)S(=O)(=O)c1ccc(Cl)cc1 | -17
CCCCOC(=O)Cn1c(=N)n(CCN2CCOCC2)c2ccccc21 | 0
Cc1cc(C)cc(N(C(C)C(=O)N2CCCCC2)S(C)(=O)=O)c1 (stereo not drawn) | 3
O=C(Nc1ccc2c(c1)OCO2)C1CC(c2c(F)cccc2Cl)=NO1 (stereo not drawn) | -15
CCN(CC)CCNC(=O)CCn1c(=S)[nH]c2cc3c(cc2c1=O)OCO3 | -1
Cc1cc(Cl)c(S(=O)(=O)NC2CCCCC2)cc1OCC(=O)Nc1nncs1 | -8
COc1ccc(CCn2c(=N)c(C#N)cc3c(=O)n4ccccc4nc32)cc1 | -2
Cc1cc2c(=O)n(Cc3ccco3)c(SCC(=O)NCc3ccco3)nc2s1 | -2
COc1cc2c(cc1OC)C(c1ccccc1O)N(C1CC(=O)N(c3ccccc3)C1=O)CC2 (stereo not drawn) | 11
O=C(OCc1ccccc1Cl)c1ccc(-n2cnnc2)cc1 | 1

Entries listed so far that contain a CF3 group, in the order listed:
SMILES | E coli WT inh
Cc1c(CNC(=O)c2cnn3c2NC(c2ccc(Br)cc2)CC3C(F)(F)F)cnn1C (stereo not drawn) | -9
Cc1ccc2nc(C(F)(F)F)c(C#N)c(N)c2c1 | -4
Cc1ccc2cccc(NC(=O)C(F)(F)F)c2n1 | -10
CC(O)c1cc2c(cc1NC(=O)c1cnn3c1NC(c1ccco1)CC3C(F)(F)F)OCO2 (stereo not drawn) | -6
Nc1nc(Nc2ccc(Cl)cc2Cl)nc(C(F)(F)F)n1 | -4

(list continues)
SMILES | E coli WT inh
CCOC(=O)c1ccccc1NC(=O)c1c(O)c2ccccc2n(CC)c1=O | -4
CC1(C)NC(=O)N(CNc2cc(Cl)ccc2Cl)C1=O | 4
COc1cc2c(=O)nc3n(c2cc1OC)C(c1ccccc1)N=C(N)N3 (stereo not drawn) | -1
COc1ccc(CCNC(=O)c2ccc(N3CCCC3=O)cc2)cc1OC | 14
O=C(Nc1cccc(S(=O)(=O)C(F)F)c1)c1ccc(S(=O)(=O)N2CCOCC2)cc1 | -1
COc1ccc(CCNC(=O)c2cnn(-c3ccc(C)c(C)c3)c2NC(=O)c2ccco2)cc1OC | -21
CCOC(=O)c1ccc(NC(=O)Nc2ccc3c(c2)OCCO3)cc1 | -6
COC(=O)c1cc(Br)c(=O)n(Cc2cccnc2)c1 | -5
CCOC(=O)C1CSc2[nH]c(=O)sc2C1c1ccccc1 (stereo not drawn) | 7
Nc1sccc1C(=O)c1ccc(Cl)cc1 | 2
CCn1c(CC(=O)Nc2ccccc2F)nnc1SCC(=O)N1CCN(c2ccccc2)CC1 | -14
Cc1nnc2sc(-c3ccc(NC(=O)c4ccc(-c5ccc(Cl)cc5Cl)o4)cc3)nn12 | -21
COc1ccc(C(C)=O)c(OC(=O)c2ccc(OC)c(OC)c2)c1 | -1

Random excerpt: two entries already listed.
SMILES | E coli WT inh
CCOc1ccc(-c2c(C#N)c(N)nc3c2c(=O)n(C)c(=O)n3C)cc1OC | -6
CCC(=O)N1CCc2cc(S(=O)(=O)CCC(=O)Nc3c(C)n(C)n(-c4ccccc4)c3=O)ccc21 | 7
